KB-3-1 cytotox = kills parental KB-3-1 adenocarcinoma cells | KB-3-1 viability, CellTiter-Glo ATP luminescence, 72 h | Potency, µM (series often up to 46.1 µM), inactives show at the top dose activity change, negative = cytotoxic, usual class: cytotoxic | actives 1.4% (n = 400,000) | AID 1347075; further: potency means the concentration at half of the fitted maximal effect; on the % scale 0 is the no-effect control and ±100 the full control effect; nearly all actives have a fitted effect of over 60% in size
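72 h, 37 °C compound treatment of KB-3-1 parental cells; CellTiter-Glo added, 10 min, luminescence read. Data corrected against DMSO-only plates and normalized before curve fitting.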
MCF10A rerep = inducers of DNA re-replication in MCF 10A breast cells. MCF 10A DNA re-replication, Hoechst nuclear intensity, 48 h. Potency, µM (titrated, usually from 46.1 µM), for the others: at the top dose activity, positive = re-replication, most hits filed as activators. actives 2.9% (n = 350,000); further: potency means the concentration at half of the fitted maximal effect; % of control where 0% means no effect; nearly all actives have a fitted effect of over 50% in size
IL-1B inflam inh = inflammasome signaling inhibition, IL-1 beta readout; THP-1 LPS/ATP IL-1B secretion, AlphaLISA, 16 h; active compounds read low; AID 743279; actives 4.7% (n = 360,000); activity change, % at 57.5 µM; in the data active means activity change below about -50%; inconclusive means mostly about -30% to -49%; further: on the % scale 0 is the no-effect control and ±100 the full control effect
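THP-1 cells pretreated 1 hr with compounds (up to 57.5 uM final), then stimulated with LPS (250 ng/mL final) plus ATP (1.25 mM final); secreted IL-1B measured by AlphaLISA after 16 hr, decreased signal indicating inhibition.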
HT1080 IDH1KD tx = HT-1080 IDH1 knockdown cell toxicity (counter line); HT-1080 IDH1 knockdown viability, ATP luminescence, 48 h; actives 2% (n = 360,000); Potency, µM (highest dose often 46.1 µM), inactives show at the top dose activity, negative = toxicity, most hits filed as cytotoxic;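 further: potency means the concentration at half of the fitted maximal effect; 0% = DMSO wells and -100% = cell-free medium wells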
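Cytotoxicity counter-line: IDH1KD HT-1080, 48 h, CellTiter-Glo. Curves classed by r2, magnitude and activity.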
WRN inhibitor = WRN helicase (human) inhibition. Q14191. Potency, µM (doses to about 114 µM), inactives show top-dose activity change, negative = inhibition, most hits filed as inhibitors. actives 0.46% (n = 360,000). WRN helicase unwinding, fluorescent forked duplex, kinetic; further: potency means the concentration at half of the fitted maximal effect; on the % scale 0 is the no-effect control and ±100 the full control effect; nearly all actives have a fitted effect of over 55% in size
Target sequence (Q14191 whole entry, looked up): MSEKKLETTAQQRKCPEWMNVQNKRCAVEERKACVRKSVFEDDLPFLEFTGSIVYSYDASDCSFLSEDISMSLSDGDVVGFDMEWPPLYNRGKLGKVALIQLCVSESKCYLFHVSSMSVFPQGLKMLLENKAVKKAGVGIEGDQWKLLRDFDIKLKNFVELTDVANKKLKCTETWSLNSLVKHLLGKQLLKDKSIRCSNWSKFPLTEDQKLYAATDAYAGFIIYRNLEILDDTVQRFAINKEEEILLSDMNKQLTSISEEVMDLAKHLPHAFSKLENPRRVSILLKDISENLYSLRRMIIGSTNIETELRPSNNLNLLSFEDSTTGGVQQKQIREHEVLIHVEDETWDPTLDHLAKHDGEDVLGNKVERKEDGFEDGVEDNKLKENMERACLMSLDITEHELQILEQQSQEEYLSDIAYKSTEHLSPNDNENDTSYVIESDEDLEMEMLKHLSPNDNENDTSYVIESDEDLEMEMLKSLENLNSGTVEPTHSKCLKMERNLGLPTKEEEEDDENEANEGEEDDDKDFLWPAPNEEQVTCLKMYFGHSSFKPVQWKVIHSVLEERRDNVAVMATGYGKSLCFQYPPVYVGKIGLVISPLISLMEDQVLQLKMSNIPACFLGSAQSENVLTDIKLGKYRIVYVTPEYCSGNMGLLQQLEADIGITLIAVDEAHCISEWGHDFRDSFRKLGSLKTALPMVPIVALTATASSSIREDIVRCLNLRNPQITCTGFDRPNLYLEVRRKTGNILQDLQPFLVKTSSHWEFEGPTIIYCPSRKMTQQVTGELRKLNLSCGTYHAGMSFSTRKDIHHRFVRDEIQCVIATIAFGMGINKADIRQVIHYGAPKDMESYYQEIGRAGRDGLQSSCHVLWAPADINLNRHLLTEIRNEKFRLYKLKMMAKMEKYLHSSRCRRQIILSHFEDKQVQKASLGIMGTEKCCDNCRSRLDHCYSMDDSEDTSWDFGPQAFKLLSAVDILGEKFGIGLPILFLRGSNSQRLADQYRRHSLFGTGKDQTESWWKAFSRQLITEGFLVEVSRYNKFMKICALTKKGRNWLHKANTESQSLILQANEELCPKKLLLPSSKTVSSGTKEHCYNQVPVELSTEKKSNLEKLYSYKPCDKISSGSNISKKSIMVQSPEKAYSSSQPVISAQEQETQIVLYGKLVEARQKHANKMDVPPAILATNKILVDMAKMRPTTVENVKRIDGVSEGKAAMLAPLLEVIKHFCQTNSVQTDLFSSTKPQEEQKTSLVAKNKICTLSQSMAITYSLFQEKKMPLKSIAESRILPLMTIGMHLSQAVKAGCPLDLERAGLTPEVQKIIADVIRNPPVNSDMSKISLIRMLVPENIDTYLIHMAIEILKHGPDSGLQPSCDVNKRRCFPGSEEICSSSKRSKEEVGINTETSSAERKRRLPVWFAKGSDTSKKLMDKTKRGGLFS
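Kinetic fluorescence helicase assay: unwinding of a quenched forked DNA duplex (100 nM final) with 2 mM ATP final raises red fluorescence (525/598 nm). Compounds sat 15 min at room temperature with 20 nM WRN beforehand.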
SW480 rerep = induces DNA re-replication in SW480 colon adenocarcinoma cells; actives 1.8% (n = 340,000); Potency, µM (titrated, usually from 46.1 µM), for inactives: at the top dose re-replication activation, most hits filed as activators; SW480 DNA re-replication, Hoechst DNA content imaging, 48 h; further: potency means the concentration at half of the fitted maximal effect; % of control where 0% means no effect; nearly all actives have a fitted effect of over 55% in size
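Readout is total intensity of Hoechst-stained nuclei, excited at 405 nm and collected at 500-530 nm. Compound treatment lasted 48 hr at 37 C in 5% CO2 before staining.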
HT1080NT lethal = kills 2HG-producing HT-1080-NT fibrosarcoma cells; HT-1080-NT fibrosarcoma viability, CellTiter-Glo ATP luminescence, 48 h; Potency, µM (highest dose often 46.1 µM), for the others: top-dose activity, negative = less viability, most hits filed as cytotoxic; actives 1.6% (n = 360,000);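 further: NT is the 2HG producing partner of a matched IDH1 knockdown line; potency means the concentration at half of the fitted maximal effect; 0% = DMSO-treated cells and -100% = media-only wells without cells; nearly all actives have a fitted effect of over 55% in size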
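Viability by CellTiter-Glo luminescence after 48 h compound exposure at 37C of HT-1080-NT cells (750/well, RPMI, 5% FBS). % activity scaled between DMSO wells and medium-only wells, then curve-fitted and categorized by curve class.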
ATXN2 expr inh = ATXN2 expression inhibition. HEK-293 ATXN2-luciferase reporter, luminescence, 24 h. Potency, µM (highest dose often 57 µM), inactives show top-dose activity change, negative = inhibition, hits mostly inhibitors. actives 0.72% (n = 360,000). AID 1745845; further: potency means the concentration at half of the fitted maximal effect; on the % scale 0 is the no-effect control and ±100 the full control effect; nearly all actives have a fitted effect of over 55% in size
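ATXN2-luciferase reporter cells (luciferase flanked by upstream and downstream ATXN2 gene portions) were treated 24 h at 37 °C with compounds at up to 57 uM. SteadyGlo luminescence gave expression; GF-AFC fluorescence gave viability.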
KB-V1 cytotox = kills drug-selected multidrug resistant KB-V1 cells; AID 1347076; actives 3.4% (n = 400,000); KB-V1 MDR cells viability, CellTiter-Glo, 72 h; Potency, µM (highest dose often 46.1 µM), for the others: at the highest dose activity change, negative = cytotoxicity, most hits filed as cytotoxic; further: potency means the concentration at half of the fitted maximal effect; on the % scale 0 is the no-effect control and ±100 the full control effect; nearly all actives have a fitted effect of over 60% in size
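Cytotoxicity via CellTiter-Glo luminescence after 72 h compound exposure at 37 degrees C. Cells: drug-selected KB-V1 line, DMEM phenol-red free plus 10% FBS. Compounds tested at multiple concentrations; normalized data fitted to concentration-effect curves.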
An asterisk follows results filed as active; ? = inconclusive; nt = not tested or not shown; [ ] = another dose, or the depositor's remark. Unless noted, the call rests on the fitted dose curve; in most records, active means well fitted curve in the direction sought with a large enough effect; inconclusive means small, poorly fitted or top-dose-only effect, or another doubt; inactive means no such curve, though single readings can be large; an effect the other way counts as inactive or inconclusive.

#1 Cc1[nH]c2ccccc2c1C(C[N+](=O)[O-])c1cccc(O)c1 (configuration not stated)
#2 c1ccc(CN2C3=NCCN3c3ccccc32)cc1
#3 CCOC(=O)CC1C(=O)NCCN1S(=O)(=O)c1ccc(Cl)cc1 (configuration not stated)
#4 COc1ccc(S(=O)(=O)NCCCCCC(=O)O)cc1C(=O)O
#5 COc1c(N2CCN[C@H](C)C2)c(F)cc2c(=O)c(C(=O)O)cn(C3CC3)c12
#6 Cc1ccccc1CSCCNC(=S)Nc1ccccc1
#7 COc1cccc(OC)c1C(=O)Nc1ccccc1C(=O)N1CCCC1
#8 Cc1ccccc1N(CC(=O)NCc1ccc2c(c1)OCO2)C(=O)CCC(=O)Nc1ccccn1
screen / no. | 1 | 2 | 3 | 4 | 5 | 6 | 7 | 8
KB-3-1 cytotox | -15% | 5% | -4% | 14% | 0% | ? | nt | 13%
MCF10A rerep | -26% | -2% | 0% | -2% | 1% | -3% | 0% | 9%
IL-1B inflam inh | -7 | 9 | -11 | -17 | -11 | -158* | 4 | -4
HT1080 IDH1KD tx | ? | 0% | 6% | 3% | -1% | ? | 8% | 2%
WRN inhibitor | 4%[57.1 µM] | 2% | 2% | 8% | 0% | -1% | -24% | -3%[57.1 µM]
SW480 rerep | 3%[1.84 µM] | ? | 0% | -17% | -78%[inhibitor] | -5% | 5% | 2%
HT1080NT lethal | ? | -1% | 4% | 5% | -7% | ? | 2% | 3%
ATXN2 expr inh | -8%[11.3 µM] | -4% | -7% | -30% | 3% | -13% | 8% | 0%
KB-V1 cytotox | -19% | -16% | -21% | 0% | 7% | ? | nt | -29%

#9 Cc1ccc(OC(C)C(=O)Nc2ccccc2C(=O)N2CCN(C)CC2)cc1 (configuration not stated)
#10 CC1CCN(C(=O)CNC(=O)Cn2ccc3ccccc3c2=O)CC1
#11 O=C(Nc1ccccc1-c1ccccc1)c1ccc(Cl)c([N+](=O)[O-])c1
#12 Oc1ccc(N=Nc2nc(-c3ccccc3)c(-c3ccccc3)[nH]2)cc1
#13 CCc1cc(Cn2nc(-c3ccccc3)cc2C(=O)NCc2cccs2)on1
#14 Cc1ccc(-n2c(-c3nn(C)c(C)c3Cl)n[nH]c2=S)cc1
#15 N#Cc1ccc(OCC(O)CN2CCN(c3ncc(C(F)(F)F)cc3Cl)CC2)cc1 (configuration not stated)
#16 CCOCCCNC(=S)NCCNc1nc2c(C)cccc2cc1C#N
screen / no. | 9 | 10 | 11 | 12 | 13 | 14 | 15 | 16
KB-3-1 cytotox | 1% | -3% | 16µM* | ? | ? | 3% | 15µM* | -6%
MCF10A rerep | 9% | -17% | 9.2µM* | 1% | ? | -1%[9.22 µM] | ? | ?
IL-1B inflam inh | -12 | -8 | -100* | 0 | -73* | 11 | -65* | -12
HT1080 IDH1KD tx | -4% | 0% | ? | -21% | -24% | 1% | ? | 0%
WRN inhibitor | -27% | -2% | -6% | -37% | -5% | -3% | -1% | -13%
SW480 rerep | 0% | -2% | -3% | 2% | ? | -1% | 25% | ?
HT1080NT lethal | -1% | 1% | ? | -5% | ? | 13% | ? | ?
ATXN2 expr inh | 2% | 5% | 11% | 10% | ? | 6% | ? | ?
KB-V1 cytotox | -5% | ? | 0% | ? | -5% | 6% | 7.3µM* | -15%

#17 CCCCCCCCN1C(=O)[C@H](CC(=O)N2CCN(C(=O)OCC)CC2)C[C@@]2(C(=O)OC)CCCCC=C12
#18 Cc1ccc(-c2nc3ccc(Br)cn3c2CC(C)(C)C)cc1
#19 COc1ccc(S(=O)(=O)N(C)C[C@@H]2Oc3c(NS(=O)(=O)c4cn(C)cn4)cccc3C(=O)N([C@@H](C)CO)C[C@@H]2C)cc1
#20 CCOC(=O)Cc1csc(NC(=O)NC2(C(F)(F)F)Oc3cc(Cl)c(Cl)cc3O2)n1
#21 CC(=O)CCc1ccc(Oc2nc(-c3cccnc3)nc3ccccc23)cc1
#22 O=C(CSCc1ccccc1)Nc1ccc(F)c(F)c1
#23 CC(C)(C)c1ccc(Oc2coc3cc(OCC(=O)O)ccc3c2=O)cc1
#24 Cc1ccccc1OCCC(=O)OCC(=O)Nc1cc(S(=O)(=O)N2CCOCC2)ccc1Cl
screen / no. | 17 | 18 | 19 | 20 | 21 | 22 | 23 | 24
KB-3-1 cytotox | -5% | 4% | -2% | ? | -1% | -3% | 8% | 0%
MCF10A rerep | nt | nt | -2% | 3% | ? | -4% | -2% | ?
IL-1B inflam inh | -8 | 4 | 14 | 17 | ? | 13 | 19 | 15
HT1080 IDH1KD tx | ? | 4% | 2% | -29% | ? | -3% | -14% | -7%
WRN inhibitor | -14% | -8% | 2% | -17% | -7% | -7% | -3%[57.1 µM] | 0%
SW480 rerep | nt | nt | -18%[9.22 µM] | 9% | -7% | 4% | 0% | 19%
HT1080NT lethal | ? | 3% | 12% | ? | ? | -3% | -12% | -2%
ATXN2 expr inh | 0% | 2% | 2% | -26% | -22%[11.3 µM] | 58%[activator] | -26% | -21%
KB-V1 cytotox | ? | 0% | 5% | -21% | -17% | -9% | 18% | -9%

An excerpt from above in order of the IL-1B inflam inh value, largest number first.
cpd | SMILES | IL-1B inflam inh | WRN inhibitor | SW480 rerep
18 | Cc1ccc(-c2nc3ccc(Br)cn3c2CC(C)(C)C)cc1 | 4 | -8% | nt
3 | CCOC(=O)CC1C(=O)NCCN1S(=O)(=O)c1ccc(Cl)cc1 (configuration not stated) | -11 | 2% | 0%
11 | O=C(Nc1ccccc1-c1ccccc1)c1ccc(Cl)c([N+](=O)[O-])c1 | -100* | -6% | -3%

Remaining list, next part.
#25 COc1ccc(NC(=O)c2noc3c2CCCCC3)cc1
#26 CC(=O)c1cccc(NC(=O)c2ccc(N(Cc3ccccc3)S(C)(=O)=O)cc2)c1
#27 COc1ccc(Cc2nc3ccc(C(=O)N(C)C(C)c4nccs4)cc3o2)cc1 (configuration not stated)
#28 CCC(C(=O)OC)n1cnc2c(cnn2-c2ccc(Cl)cc2)c1=O (configuration not stated)
#29 Cc1cccc(-c2onc3ccc(C(=O)/C=C/N(C)C)cc23)c1
#30 CCCc1c(C)c2cccc(C)c2[nH]c1=O
#31 Cc1cnc(C(=O)OCC(=O)Nc2ccc(Cl)cn2)cn1
#32 Cc1ccc(N(Cc2ccccc2)C(=O)c2ccc(Cl)c(S(=O)(=O)N3CCOCC3)c2)cc1
screen / no. | 25 | 26 | 27 | 28 | 29 | 30 | 31 | 32
KB-3-1 cytotox | -2% | ? | 2% | 0% | -20% | 0% | 2% | -17%
MCF10A rerep | 5% | 14% | -1% | ? | ? | -26% | 0% | 14%
IL-1B inflam inh | -25 | -2 | 37 | 3 | -8 | -17 | 34 | -10
HT1080 IDH1KD tx | -9% | -26% | 3% | -6% | -6% | 11% | 11% | -9%
WRN inhibitor | -2% | -1% | 23% | -1% | -19% | -1% | 1% | -3%
SW480 rerep | -5% | -8% | -2% | -3% | ? | -9% | -334% | ?
HT1080NT lethal | -6% | -11% | 1% | 0% | 0% | 2% | 13% | 3%
ATXN2 expr inh | 28% | -8% | -6% | 0% | nt | 1% | -13% | -17%
KB-V1 cytotox | -21% | 21µM* | -6% | 0% | -28% | ? | 14% | ?

#33 CC(C)Oc1ccc(S(=O)(=O)N2CCOCC2)cc1NC(=O)CSc1nnc(C2CC2)n1C
#34 CCN(CC)S(=O)(=O)c1ccc(C(=O)Nc2cc(S(=O)(=O)N3CCOCC3)ccc2O)cc1
#35 CCN(CC)CCCN1C(=O)C(=O)/C(=C(/O)c2ccccc2)C1c1cc(OC)ccc1OC (configuration not stated)
#36 N/C(=N\OC(=O)COc1cc(Cl)c(Cl)cc1Cl)c1ccccn1
#37 CCOC(=O)C1=NN(C(=O)Nc2cccc(C(F)(F)F)c2)C2C(=O)N(c3cccc(C(F)(F)F)c3)C(=O)C12 (configuration not stated)
#38 COc1ccc(-c2noc(CCC(=O)NCCCN3CCC(Cc4ccccc4)CC3)n2)cc1
#39 CCCCNc1nc(NCc2ccccc2)nc2ccccc12
#40 c1ccc(-c2ccccc2OCc2nnc3n2CCC3)cc1
screen / no. | 33 | 34 | 35 | 36 | 37 | 38 | 39 | 40
KB-3-1 cytotox | -1% | 0% | 28% | 8% | -24% | ? | ? | 0%
MCF10A rerep | nt | -7% | 8% | ? | 23% | ? | nt | 3%
IL-1B inflam inh | 29 | 6 | 8 | 2 | -5 | -64* | -110* | -9
HT1080 IDH1KD tx | 9% | 0% | 3% | 11% | -11% | ? | 16µM* | -7%
WRN inhibitor | 3% | 4% | -4% | 1% | -6% | -6% | -4% | 9%
SW480 rerep | nt | -21% | 0% | -7% | ? | ? | nt | -8%
HT1080NT lethal | 6% | -10% | -1% | 6% | -13% | ? | ? | -1%
ATXN2 expr inh | nt | nt | 1% | 43%[activator] | -15% | -17% | 22µM* | nt
KB-V1 cytotox | -5% | 16% | 0% | 2% | 0% | ? | ? | -19%

#41 CCOC(=O)c1c(C)[nH]c(N=Nc2ccccc2)c1C
#42 CC(=O)Nc1nnc(S(=O)(=O)N2CCN(c3ccc([N+](=O)[O-])cc3Cl)CC2)s1
#43 Cc1ccc(Oc2nc3ccccn3c(=O)c2/C=C(\C#N)C(=O)Nc2c(C)n(C)n(-c3ccccc3)c2=O)c(C)c1
#44 O=C(CN1CCCCC1)Nc1ccc(F)c(Cl)c1
screen / no. | 41 | 42 | 43 | 44
KB-3-1 cytotox | -28% | ? | 2% | -3%
MCF10A rerep | ? | 1% | ? | ?
IL-1B inflam inh | -3 | 0 | 0 | 1
HT1080 IDH1KD tx | ? | -13% | 0% | -2%
WRN inhibitor | -2% | -3% | 1% | 4%
SW480 rerep | 2% | 23% | -5% | -1%
HT1080NT lethal | ? | -7% | -13% | 4%
ATXN2 expr inh | 64%[activator] | -8% | 0% | 5%
KB-V1 cytotox | ? | -19% | -22% | 0%

Assay outcomes: PubChem, National Center for Advancing Translational Sciences (NCATS)
